Compound activity: PubChem, several laboratories
sEH inh – blocks human soluble epoxide hydrolase activity; recombinant human sEH enzymatic activity assay; inhibition, % at 2 µM; 91,000 tested, 0.34% active; AID 707; P34913; in the data active = inhibition above about 80%; also: values of inactives mirror those of a sister screen read the other way; many of its hits are not listed in these tables
Target sequence (P34913 whole entry, looked up): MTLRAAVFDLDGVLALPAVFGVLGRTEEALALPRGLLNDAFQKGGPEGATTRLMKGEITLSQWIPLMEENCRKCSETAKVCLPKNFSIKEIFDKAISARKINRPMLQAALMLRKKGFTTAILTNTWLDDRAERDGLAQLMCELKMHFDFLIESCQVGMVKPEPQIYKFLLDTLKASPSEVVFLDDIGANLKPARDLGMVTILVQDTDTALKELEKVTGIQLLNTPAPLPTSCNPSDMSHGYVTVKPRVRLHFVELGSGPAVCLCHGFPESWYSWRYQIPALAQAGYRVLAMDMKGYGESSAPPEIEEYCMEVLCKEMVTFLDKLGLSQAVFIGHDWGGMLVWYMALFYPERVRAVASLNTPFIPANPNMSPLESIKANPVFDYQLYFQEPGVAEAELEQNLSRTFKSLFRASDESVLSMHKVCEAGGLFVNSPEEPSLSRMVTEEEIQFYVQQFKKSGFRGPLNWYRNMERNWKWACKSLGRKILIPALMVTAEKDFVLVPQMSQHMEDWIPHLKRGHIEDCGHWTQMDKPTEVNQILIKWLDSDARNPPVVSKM
Smad3 inh – Smad3 (human) transcription factor binding inhibition; 88,000 tested, 0.29% active; TR-FRET Smad3/Dy647-FoxH1 peptide binding, europium anti-His; P84022; inhibition, % at 25 µM;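 active = compounds that reduce the energy-transfer binding signal between the protein and its labelled peptide by more than half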;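 also: 0% = Smad3 plus labelled peptide maximal FRET and 100% = peptide-only background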
Target sequence (P84022 whole entry, looked up): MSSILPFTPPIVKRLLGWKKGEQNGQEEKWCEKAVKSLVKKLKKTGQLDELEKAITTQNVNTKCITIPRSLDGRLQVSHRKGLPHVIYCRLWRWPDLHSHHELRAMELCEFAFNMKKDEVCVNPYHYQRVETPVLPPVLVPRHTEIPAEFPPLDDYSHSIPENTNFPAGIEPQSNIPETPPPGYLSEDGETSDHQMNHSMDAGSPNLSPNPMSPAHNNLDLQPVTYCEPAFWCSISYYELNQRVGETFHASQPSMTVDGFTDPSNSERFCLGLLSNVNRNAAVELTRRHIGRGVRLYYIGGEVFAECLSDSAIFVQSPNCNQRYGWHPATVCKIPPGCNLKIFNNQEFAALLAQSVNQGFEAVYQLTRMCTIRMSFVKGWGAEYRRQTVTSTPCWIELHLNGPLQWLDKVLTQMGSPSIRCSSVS
Mac1 fbg inh – CD11b/CD18-fibrinogen binding inhibition; P05107+P11215; K562 CD11b/CD18 adhesion to fibrinogen, ATPlite luminescence; Mn2+ added to activate the integrin; inhibition, % at 10 µM; 93,000 tested, 0.54% active; AID 1497;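 active = primary inhibition of 50% or more at 10 µM, then 40% or more on retest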; also: some results filed as inactive read as strong as hits
MT1-MMP txn act – activates MT1-MMP transcription; 86,000 tested, 0.16% active; activation factor at 10 µM; HT1080 MT1-MMP promoter luciferase reporter, luminescence, overnight; stronger effect = higher value; AID 750;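 active = activation factor of at least 2 for MT1-MMP transcription at 10 µM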
Mac1 fbg enh – enhancers of human CD11b/CD18 binding to fibrinogen | P05107+P11215 | K562 CD11b/CD18 adhesion to fibrinogen, ATPlite luminescence | activation, % at 10 µM | 93,000 tested, 0.07% active | AID 1499;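 active = 10 µM primary screen giving 50% or more activity, confirmed by 40% or more on retest at that dose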; also: strong numbers were not always called active; reference of the scale not given here
Calb biofilm kill – kills Candida albicans biofilms | 85,000 tested, 0.14% active | inhibition, % at 6 µM | C. albicans biofilm + clotrimazole, Alamar Blue | AID 834;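 active = inhibition above 20%; inactive = inhibition below 20%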;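 also: preformed 24 hr biofilms exposed to compound for 48 hr; 0% = biofilm without compound and 100% = blank killed by clotrimazole plus chlorhexidine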
ERb coact inh – blocks coactivator binding to human estrogen receptor beta. Q92731. TR-FRET ER-beta LBD / SRC1-Cy5 peptide binding; receptor agonist-loaded with 1 µM estradiol. inhibition, % at 25.6 µM. 86,000 tested, 1.3% active;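 active = compounds whose percent inhibition of the receptor-coactivator binding signal exceeds about 50% in the single-dose screen, limit read from the data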;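 also: 0% = receptor plus peptide wells without compound and 100% = peptide-only wells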
ERa SRC1 pot – ER-alpha (human) coactivator binding potentiation | P03372 | AID 639 | coactivator binding (% of control), % at 25.6 µM | 86,000 tested, 1.3% active | TR-FRET ERalpha-LBD/SRC-Cy5 coactivator binding, 2 h; 100 = basal binding, no effect; in the data active = activity above about 200%;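 also: binding measured in presence of low estradiol as agonist stimulus; 0% = peptide alone without receptor and 100% = receptor with peptide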
sEH act – activators of human soluble epoxide hydrolase; P34913; purified human sEH enzymatic activity, activator screen; activation, % at 2 µM; 91,000 tested, 0.04% active; AID 717; in the data active = activation above about 37%; also: values of inactives mirror those of a sister screen read the other way
Numbers without * were called inactive; nt = no result given; [ ] = dose if it differs, or a comment. Not all compounds are listed (hit frequency here may not be typical).

SMILES	sEH inh	Smad3 inh	Mac1 fbg inh	MT1-MMP txn act	Mac1 fbg enh	Calb biofilm kill	ERb coact inh	ERa SRC1 pot	sEH act
CN1CCc2c(sc3c2c(=O)n(-c2ccccc2)c2nnc(SCc4ccc(F)cc4)n32)C1	nt	-11.3	nt	1.1	nt	6.3	-3.4	132.6	nt
Cc1ccc2cccc(S(=O)(=O)Nc3c(C)n(C)n(-c4ccccc4)c3=O)c2n1	-10.5	-3.9	-11.1	1.1	-2.4	11.2	0.4	93.8	9.7
CCOC(=O)c1ccc(NC(=O)C2(c3ccccc3)CCOCC2)cc1	4.1	-16.4	nt	1.1	nt	-5.4	-4.5	88.8	1.3
Cc1ccc(S(=O)(=O)N2CCCC(C(=O)NCc3ccccn3)C2)cc1 (stereo unspecified)	-3.2	-2.6	-11.3	1.1	4.9	2.7	5.7	85.0[fluorescence artefact?]	1.7
O=C(Cn1c(SCC(=O)N2CCc3ccccc32)nc2ccccc21)NC1CCCC1	14.1	0.7	nt	1.2	nt	9.3	-14.8	94.4	-9.8
COc1ccc(-c2n[nH]c(C)c2-c2ccc(Cl)cc2)c(O)c1	7.9	-4.3	nt	1.1	nt	0.5	-4.3	63.9	-4.5
CCOc1ccc(S(=O)(=O)Nc2ccccc2C(=O)NCc2ccco2)cc1	9.1	-0.2	8.5	1.1	-4.4	4.5	2.9[fluorescence artefact?]	113.0	-7.2
Cn1c(N)c(C(=O)c2ccccc2)c(=O)n(C)c1=O	-22.6	nt	0.9	nt	0.5	nt	nt	nt	24.9
c1ccc(-c2nnc(OCCN3CCOCC3)c3ccccc23)cc1	9.1	-1.1	-28.5	1.2	2.4	11.3	1.1[fluorescence artefact?]	122.7	-7.7
Oc1ccc(Cl)cc1/C=N/c1nccs1	-11.6	-8.5	1.0	1.1	-0.5	4.4	-5.0	106.5	12.8
O=C(NCCC1=CCCCC1)C1CCN(S(=O)(=O)c2cccc3nonc23)CC1	30.1	4.7	-14.4	nt	6.4	6.5	1.6	102.2	-28.2
CCn1c(=S)[nH]c2ccccc21	-11.1	-8.0	12.2	nt	-1.8	-1.9	2.3	83.3	8.9
Cc1cc(C)nc(SCC(=O)c2ccc([N+](=O)[O-])cc2)n1	2.1	nt	-14.9	nt	-0.6	nt	nt	nt	0.1
Cc1cccc(OCC(=O)Nc2cc(C)ccc2O)c1	-12.1	6.3	-8.2	1.4	-0.1	2.5	-9.5	87.6	15.1
Cc1cc2ncn(C(=O)N3CCOCC3)c2cc1C	5.1	4.2	-47.2	1.1	13.8	4.5	-2.5	111.2[fluorescence artefact?]	-2.2
O=C(c1cccs1)N1CCN=C1SCc1cccnc1	7.4	-7.1	-20.2	1.1	-2.2	nt	-13.6	116.6	-4.6
CCOc1ccc(NC(=O)CSC2=C(C#N)C(c3ccc4c(c3)OCO4)CC(=O)N2)cc1 (stereo unspecified)	nt	5.2	-4.2	1.1	0.2	8.9	-0.1[fluorescence artefact?]	117.8	nt
CCOC(=O)c1c(N)sc(C(=O)N2CCCCCC2)c1C	1.9	-8.2	4.4	1	-1.1	5.0	-7.0	87.7[fluorescence artefact?]	-0.7
C=CCc1c(C)nc(SC)nc1Nc1ccc(C(=O)O)cc1	10.6	-5.7	-10.4	1.1	0.6	2.5	-0.7	98.0	-5.9
Nc1nc(CN2CCC(Cc3ccccc3)CC2)nc(Nc2ccccc2)n1	9.1	2.5	0.6	1.1	-4.2	-0.7	-12.2	116.4	-11.7
COc1ccc(C2c3c4c(n(C)c3CCN2C)CCN(C)C4c2ccc(OC)cc2)cc1 (stereo unspecified)	7.0	-11.3	-5.5	1	-2.3	-2.1	-5.0	95.3	-7.2
CCc1nc(SCC(=O)N2CCN(c3ccccc3)CC2)c2c(=O)n(C)c(=O)n(C)c2n1	nt	10.9	nt	1.1	nt	13.6	3.5[fluorescence artefact?]	91.2	nt
COc1ccc2c(c1)c(C(=O)N1CCN(C)CC1)c(C)n2-c1ccccc1	-1.4	-2.3	-3.3	1.1	-7.8	1.8	-1.0	128.4	2.3
C#CCn1c(=NC(=O)c2ccc(Br)s2)sc2cccc(OC)c21	-2.7	-40.1[fluorescence artefact?]	6.8	nt	38.4	3.3	43.4[fluorescence artefact?]	333.4*[fluorescence artefact?]	1.7
O=C(c1ccc2snnc2c1)N1CCSCC1	-0.8	-0.5	-3.6	1.1	-2.7	6.3	5.3	108.1	4.9
COc1ccc(OC)c(NC(=O)c2cc3sccc3n2C)c1	0.9	2.9	-0.1	1.2	0.0	7.3	-13.6	106.7[fluorescence artefact?]	2.0
Cc1cc(=O)c2c(O)c(O)ccc2o1	6.8	3.5	nt	1.1	nt	2.8	6.2	107.5	-7.8
Cc1ccccc1NC(=O)c1sc2nc[nH]c(=O)c2c1C	6.0	nt	19.9	nt	1.0	nt	nt	nt	-4.3
COc1cccc2cc(C(=O)C3=C(O)C(=O)N(CCN(C)C)C3c3ccc(F)cc3)oc12 (stereo unspecified)	-14.1	8.5[fluorescence artefact?]	-6.2	1.1	-2.2	10.0	6.8	105.5	12.0
Cc1cc2cc(C(c3nnnn3Cc3ccco3)N3CCc4ccccc43)c(=O)[nH]c2cc1C (stereo unspecified)	-5.0	4.5	-8.4	1.2	-4.0	10.4	39.2	134.8[fluorescence artefact?]	4.5
CCCOC(=O)CSc1nnc(-c2ccc(Cl)cc2Cl)o1	-11.4	-2.0	-9.7	1	-1.0	4.5	-14.7[fluorescence artefact?]	95.5	12.0
COC(=O)CSc1nc(NC(C)C)nc(N2CCOCC2)n1	-2.5	-10.9	7.2	1.1	1.9	3.7	7.0	103.2	5.9
COc1ccc(-c2cnc3nc[nH]c(=O)c3n2)cc1	-1.0	1.6	nt	1.3	nt	6.7	-4.2	107.1	3.3
CCOC(=O)C1CCCN(S(=O)(=O)c2ccc(F)c(C(=O)Nc3ccc(F)c(F)c3)c2)C1 (stereo unspecified)	18.6	0.5	4.6	1.1	-1.1	-1.7	4.7[fluorescence artefact?]	87.6	-19.0
O=S(=O)(/N=C(/Sc1ccccc1)c1ccccc1)c1ccccc1	-5.8	4.9	4.1	1	7.3	13.3	54.2*[fluorescence artefact?]	63.9	4.8
O=C(O)CSc1nnc(C2COc3ccccc3O2)n1-c1ccccc1 (stereo unspecified)	-8.3	2.5	-5.3	1.1	1.7	8.8	0.8	110.7	7.6
CCOC(=O)c1cc(C)n(CCCN2CCOCC2)c1C	7.9	-6.7	-1.1	1	-7.4	5.7	-7.3	101.0	-9.5
COc1ccc(C2C3=C(CC(C)(C)CC3=O)Nc3c2c(=O)[nH]c(=O)n3Cc2ccccc2)cc1 (stereo unspecified)	0.5	-1.9	24.2	1.2	-5.5	2.3	-6.4	112.8	-0.2
CCOc1ccc2[nH]c(=O)c(C(c3nnnn3C3CCCCC3)N3CCN(CC)CC3)cc2c1 (stereo unspecified)	nt	7.0	-9.5	0.9	-4.6	6.9	-10.3	113.1	nt
CN(C)c1oc(-c2ccccc2Cl)nc1C#N	-13.1	-0.2	-16.1	1	4.1	-1.7	-12.5	85.4	13.8
CCOC(=O)C1=C(C)NC(SC)=NC1c1ccccc1 (stereo unspecified)	0.2	-3.1[fluorescence artefact?]	nt	1	nt	1.3	-3.6	108.9	2.2
Cc1nc(-c2ccccc2)cs1	14.5	8.8	-35.2	1.1	-2.2	6.4	-15.2	103.4	-15.7
CCCC(=O)Nc1ccccc1NC(=O)CN(C)S(=O)(=O)c1ccc(C)cc1	-2.2	8.7	-20.5	1.1	-0.4	-1.4	-0.1	103.2	-3.2
CCOC(=O)CCn1c(CC(=O)OCC)nc2ccccc21	-4.6	0.7	-4.7	1.2	2.6	-1.9	-3.5	113.7	4.2
Cn1c(=O)n(CC(=O)Nc2ccccc2)c2ccccc21	nt	-0.5	-2.7	1.2	1.3	0.6	-0.1[fluorescence artefact?]	106.3	nt
CC(=O)Nc1ccc(-c2nc3c(C)cccc3[nH]2)cc1	1.0	-9.1	-46.5	1.2	9.6	-0.1	-3.5[fluorescence artefact?]	117.5	2.0
COc1ccc(S(=O)(=O)Nc2cc(C)on2)cc1OC	-3.7	3.4	nt	1	nt	7.2	-8.9	109.0	1.7
COCCNC(=O)C(C#N)c1nc2ccccc2nc1N1CCCCCC1 (stereo unspecified)	-15.4	nt	9.3	1.1	-1.8	nt	nt	nt	13.4
Cc1ccc2c3c1C(=O)C(=O)N3C(C)(C)CC2C (stereo unspecified)	-9.1	nt	1.1	nt	-2.3	nt	nt	nt	10.2
CCOC(=O)C1CCN(C(=O)CSc2cc(=O)n(C)c3ccccc23)CC1	nt	7.9	5.4	1.2	-5.5	2.1	9.2	110.9[fluorescence artefact?]	nt
CS(=O)(=O)c1ccc(N2CCN(C3CC(=O)NC3=O)CC2)cc1 (stereo unspecified)	2.2	-3.5	-1.5	1	-2.9	1.5	-9.1	106.6	-2.1
COc1ccc(NC(=O)NC(C)(C(F)(F)F)C(F)(F)F)cc1	nt	-1.4	nt	1.2	nt	5.2	-0.3	98.5	nt
Cc1ccc(N(NC(=O)C(C)(C)O)C(=O)c2ccccc2)cc1C	-12.4	0.9	-5.9	1.2	-1.5	6.6	-4.7[fluorescence artefact?]	120.8	13.1
CC1CC=C2C(C#N)=C(N)C(C#N)(C#N)C(c3cccs3)C2C1 (stereo unspecified)	nt	-12.3	-6.1	1.1	-1.6	6.7	6.9[fluorescence artefact?]	86.7	nt
COc1ccc(N2C(=O)CC2(/C=C/c2ccccc2OC)C(=O)NC2CCCC2)cc1 (stereo unspecified)	1.2	-2.4	nt	1	nt	2.5	33.4	104.9	1.3
CC(=O)C1=C(O)C(=O)N(Cc2ccco2)C1c1ccc(F)cc1 (stereo unspecified)	0.7	8.8	33.4	1.1	6.2	5.9	2.5	111.9	0.0
CCc1nc(SCC(=O)NCc2ccco2)c2c(=O)n(C)c(=O)n(C)c2n1	-9.2	9.8	-34.5	1.2	0.9	6.5	4.5[fluorescence artefact?]	95.6[fluorescence artefact?]	11.1
Cc1cccc(-c2nnc(SCCOc3ccc4c(C)cc(=O)oc4c3)o2)c1	2.1	nt	0.2	nt	-3.3	nt	nt	nt	0.8
COc1c(C)cccc1C(=O)Nc1ccc(N2CCN(S(C)(=O)=O)CC2)cc1	-9.9	6.4	-16.6	1.9	4.5	3.3	1.0[fluorescence artefact?]	175.4	10.4
O=C(Nn1cnnc1)c1csc2ccccc12	-13.5	2.2	8.6	1	-1.6	6.6	-7.2	117.3	13.4
The listing continues:
SMILES	sEH inh	Smad3 inh	Mac1 fbg inh	MT1-MMP txn act	Mac1 fbg enh	Calb biofilm kill	ERb coact inh	ERa SRC1 pot	sEH act
CCNC(=O)c1cc(Br)ccc1Cl	-3.4	-1.2	-15.4	nt	-1.4	-1.8	3.9	97.9	3.7
Clc1ccc(CSc2cc3c(nn2)-c2ccccc2CC3)cc1	-6.3	nt	16.0	nt	-0.9	nt	nt	nt	3.7
Cc1c(C(=O)N2CCCCC2)nnn1-c1nonc1N	1.9	1.2	-2.9	1.2	-0.9	5.1	-4.9	95.2[fluorescence artefact?]	-2.8
Cc1occc1-c1nnc(SCC(=O)N(C)C)o1	5.0	8.1[fluorescence artefact?]	-9.8	1.2	-0.6	4.0	-2.0	95.5	-6.3
Cc1cc2cc(CN(Cc3ccc4c(c3)OCO4)Cc3nnnn3C3CCCC3)c(=O)[nH]c2cc1C	6.8	5.6	-6.7	1.1	0.6	0.1	10.6	111.4	-5.5

Two entries drawn at random from those above, as already listed:
SMILES	sEH inh	Smad3 inh	Mac1 fbg inh	MT1-MMP txn act	Mac1 fbg enh	Calb biofilm kill	ERb coact inh	ERa SRC1 pot	sEH act
O=C(Cn1c(SCC(=O)N2CCc3ccccc32)nc2ccccc21)NC1CCCC1	14.1	0.7	nt	1.2	nt	9.3	-14.8	94.4	-9.8
Nc1nc(CN2CCC(Cc3ccccc3)CC2)nc(Nc2ccccc2)n1	9.1	2.5	0.6	1.1	-4.2	-0.7	-12.2	116.4	-11.7
